# Compound activity deposited in PubChem by National Center for Advancing Translational Sciences (NCATS).
# LMNA splice mod – LMNA splicing modulation; HeLa LMNA splicing GFP/RFP minigene ratio, 48 h; Potency, µM (top dose mostly 46.1 µM), for inactives: at the top dose ratio change, negative = inhibition, usual class: inhibitors; actives 0.01% (n = 200,000); active = well fitted inhibition curve with a large enough effect in the signal ratio, with a control signal flat, not every such curve was filed as active; inconclusive = small, poorly fitted or top-dose-only effect, or effect the other way, or a change in a side signal; the % refers to the signal ratio; note: % is set by controls: 0 for no effect and ±100 for the full control effect
#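 S3 HeLa stable clones carrying a lamin A-EGFP splicing minigene plus DsRed2 were seeded at 600 cells/well in Opti-MEM with 2% FBS, pin-dosed and incubated 48 h at 37°C. Acumen cytometry (488 nm) gave the GFP/RFP total-intensity ratio.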
# TRb-SRC2 inh – disrupts binding of human TR beta to SRC2; TRbeta-SRC2 peptide binding, fluorescence polarization; receptor liganded with 1 µM T3; AID 1469; P10828; actives 0.065% (n = 280,000); Potency, µM (top dose mostly 106 µM), without a hit: at the top dose activity change, negative = inhibition, hits mostly inhibitors;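 note: plate controls were bound peptide for no effect and peptide without receptor for full effect; nearly all actives have a fitted effect of over 50% in size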
#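 Decrease in fluorescence polarization of 20 nM Texas Red SRC2 coactivator peptide flagged inhibition of its binding to 0.6 uM TRb LBD; 1 uM T3 included, incubation 5 hr, ex 555/em 632 nm.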
# ALDH1A1 inh – ALDH1A1 (human) enzyme inhibition | actives 7.3% (n = 220,000) | AID 1030 | Potency, µM (doses to about 75.3 µM), without a hit: at the highest dose activity, negative = inhibition, usual class: inhibitors | Purified ALDH1A1, NADH fluorescence, propionaldehyde substrate | P00352; active = well fitted inhibition curve with a large enough effect, not every such curve was filed as active; inconclusive = small, poorly fitted or top-dose-only effect, or another doubt; inactive = no such curve, though single readings can be large or run the other way;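 note: plate controls were no enzyme wells and a reference inhibitor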
# RGS12 GoLoco inh – blocks human Gai1 binding to RGS12 GoLoco peptide, red readout; P63096; Gai1:RGS12 GoLoco peptide FP, rhodamine, 10 min; Potency, µM (doses to about 61.6 µM), for the others: top-dose activity, negative = inhibition, usual class: inhibitors; actives 0.44% (n = 230,000); AID 880; active = well fitted inhibition curve with a large enough effect, not every such curve was filed as active; inactive = no such curve, though single readings can be large or run the other way; note: % is set by controls: 0 for no effect and ±100 for the full control effect; nearly all actives have a fitted effect of over 30% in size; many of its hits are not listed in these tables
# KDM4E inh – inhibitors of human JMJD2E histone demethylase; B2RXH2; JMJD2E catalytic domain, FDH-coupled NADH fluorescence (FDH is formaldehyde dehydrogenase); Potency, µM (series often up to 57.1 µM), for the others: at the highest dose activity change, negative = inhibition, actives largely listed as inhibitors; actives 1.6% (n = 230,000); active = well fitted inhibition curve with a large enough effect, not every such curve was filed as active; inconclusive = small, poorly fitted or top-dose-only effect, or another doubt; inactive = no such curve, though single readings can be large or run the other way;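 note: 0% = wells with enzyme and -100% = buffer wells without enzyme; nearly all actives have a fitted effect of over 50% in size; many of its hits are not listed in these tables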
# Target sequence (B2RXH2 1-337 limits assumed): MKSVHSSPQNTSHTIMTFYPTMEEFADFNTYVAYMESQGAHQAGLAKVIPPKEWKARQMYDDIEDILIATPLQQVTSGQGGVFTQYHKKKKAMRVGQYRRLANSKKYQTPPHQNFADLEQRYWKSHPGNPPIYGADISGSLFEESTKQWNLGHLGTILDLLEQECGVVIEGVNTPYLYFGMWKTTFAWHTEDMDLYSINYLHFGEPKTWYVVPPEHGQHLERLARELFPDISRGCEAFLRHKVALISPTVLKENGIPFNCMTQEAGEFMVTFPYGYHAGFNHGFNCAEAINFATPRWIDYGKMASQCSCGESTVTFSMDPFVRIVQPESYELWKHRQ
# SMN2 splice up – enhancers of SMN2 splice variant expression. HEK293 SMN2-luciferase splicing reporter, luminescence, 30-36 h. Potency, µM (top dose mostly 46.1 µM), for the others: top-dose activity change, positive = activation, usual class: activators. AID 1458. actives 2.8% (n = 210,000); note: % of control where 0% means no effect; nearly all actives have a fitted effect of over 55% in size
#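 HEK293 cells carry an SMN2 […]–luciferase reporter in which exon 7 inclusion puts luciferase in frame. Cells were plated 10-12 h before compound addition, then incubated 30-36 h at 37C. ONE-Glo luminescence was read; sodium butyrate at 4.5 mM final served as control.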
# RECQ1 helicase – RECQ1 (human) helicase inhibition; P46063; RECQ1 DNA unwinding, red fluorescence kinetic read; Potency, µM (top dose mostly 57.3 µM), for inactives: at the top dose activity, negative = inhibition, usual class: inhibitors; actives 0.54% (n = 240,000);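 note: plate controls were vehicle for no effect and no enzyme for full effect; nearly all actives have a fitted effect of over 30% in size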
# Target sequence (P46063 whole entry, looked up): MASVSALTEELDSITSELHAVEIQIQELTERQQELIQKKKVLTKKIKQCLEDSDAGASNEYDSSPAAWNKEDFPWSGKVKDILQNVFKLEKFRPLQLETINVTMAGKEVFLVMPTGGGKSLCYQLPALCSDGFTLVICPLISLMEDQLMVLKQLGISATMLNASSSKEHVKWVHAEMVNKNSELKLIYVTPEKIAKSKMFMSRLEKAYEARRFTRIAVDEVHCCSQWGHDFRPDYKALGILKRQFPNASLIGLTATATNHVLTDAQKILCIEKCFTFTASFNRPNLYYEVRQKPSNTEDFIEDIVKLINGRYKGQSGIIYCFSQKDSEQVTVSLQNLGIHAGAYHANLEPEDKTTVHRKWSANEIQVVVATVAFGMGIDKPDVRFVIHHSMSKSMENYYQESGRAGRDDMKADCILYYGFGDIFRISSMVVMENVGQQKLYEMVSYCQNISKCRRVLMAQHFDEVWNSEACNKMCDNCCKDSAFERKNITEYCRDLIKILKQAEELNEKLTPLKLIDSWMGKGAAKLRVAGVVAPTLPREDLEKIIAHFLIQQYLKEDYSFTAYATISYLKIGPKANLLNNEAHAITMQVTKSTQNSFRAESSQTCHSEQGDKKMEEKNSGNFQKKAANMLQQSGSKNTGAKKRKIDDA
#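 50 nM RECQ1T1 preincubated 15 min with compound in Tris pH 8.0 buffer with MgCl2, DTT, Tween-20 and 2.5 ug/ml poly(dI-dC); started with 200 nM TAMRA/BHQ-2 forked duplex and 2 mM ATP. Unwinding read as fluorescence (525/598 nm), two reads 2 h apart.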
# TexasRed fluor – alters Texas Red total fluorescence, flagging assay interference; TRb/SRC2 Texas Red total fluorescence interference; actives 0.29% (n = 280,000); Potency, µM (series often up to 106 µM), for the others: top-dose fluorescence change, negative = quenching; active = well fitted curve in either direction with a large enough effect; inconclusive = small, poorly fitted or top-dose-only effect; note: % is set by controls: 0 for no effect and ±100 for the full control effect
#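 Human TRb ligand-binding domain at 0.6 uM with 20 nM Texas Red SRC2 peptide in Tris buffer containing 1 uM T3 and 5% DMSO, incubated with compound 5 h at ambient temperature. Total fluorescence (555/632 nm) calculated as parallel + 2 × perpendicular.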
# An asterisk follows results filed as active; i = inactive; ? = inconclusive; . = not tested or not shown; [ ] = dose if it differs, or a comment. Unless noted, calls come from the whole dose curve; as a rule, active = well fitted curve in the direction sought with a large enough effect; inconclusive = small, poorly fitted or top-dose-only effect, or another doubt; inactive = no such curve, though single readings can be large; an effect the other way counts as inactive or inconclusive. Potency is the fitted concentration of half-maximal effect. These rows are one share of the data, so the mix of outcomes need not match the whole.
SMILES	ALDH1A1 inh	TexasRed fluor	LMNA splice mod	TRb-SRC2 inh	RGS12 GoLoco inh	SMN2 splice up	RECQ1 helicase	KDM4E inh
O=c1oc2c(CN3CCOCC3)c(O)ccc2c2c1CCCC2	?	0%	-4%	3%	9%	-15%	-1%	?
COc1cc(CC(=O)NCC2COc3ccccc3O2)cc(OC)c1OC (stereo not given)	6%	-1%	-9%[46 µM]	-8%	8%	-12%	-2%	0%
O=C1NN(c2ccccc2)C(=O)/C1=C\c1ccc(-c2cc([N+](=O)[O-])ccc2O)o1	?	?	?	12%	65%[activator]	.	28µM*	?
C=CCn1c(SCC(=O)Nc2ccc(F)cc2)nc2cc(C(=O)O)ccc2c1=O	-15%	-3%	-6%[46 µM]	-3%	4%	0%	-5%	-2%
Cc1cc(Cl)c(OCCCNCc2ccccc2)c(Br)c1	-10%	-2%	6%	0%	9%	-8%	-2%	-11%
Cc1ccccc1NC1=NS(=O)(=O)c2ccccc21	-2%	0%	?	-3%	6%	-5%	-12%	4%
Cc1cccc(C(=O)Nc2nnc(SCC(=O)Nc3ccc4c(c3)oc3ccccc34)s2)c1	-15%	0%	?	3%	7.9µM*	28%	-3%	-12%
O=C(CSc1ncccn1)N/N=C/c1ccc(OC2CSC2)cc1	?	-4%	.	3%	-8%	1%	9%	-8%
Cc1ccc(S(=O)(=O)/N=C(\N)Nc2nc(C)c3cc(C)c(C)cc3n2)cc1	-14%	1%	?	2%	2%	-47%[inhibitor]	-3%	?
Cc1ccc(NC(CC(=O)c2ccccc2)c2ccc(F)cc2)cc1 (stereo not given)	-9%	3%	10%	-2%	6%	9%	-1%	-2%
CC1CC(=O)N(c2ccc(NCCc3ccccc3)c([N+](=O)[O-])c2)C1=O (stereo not given)	?	2%	1%[46 µM]	-7%	0%	-22%	-5%	3%
CCOC(=O)c1ccc(NC2=CC(=O)CC(c3ccco3)C2)cc1 (stereo not given)	?	-3%	3%[46 µM]	-8%	14%	-8%	i	4%
CCCCC(=O)N(C)C	?	0%	.	3%	10%	-7%	-1%	.
COc1ccc(CN2CCN(Cc3cn(C)nc3-c3ccccc3)CC2CCO)c(C)c1C (stereo not given)	-4%	-2%	.	12%	-4%	-23%	6%	-1%
CCN(CC)C(=O)CSc1nnc(-c2ccncc2)n1N	-1%	-1%	1%	-4%	6%	-6%	-8%	-2%
CC1CN(C)C(c2ccccc2)C(C)C12NC(=O)NC2=O (stereo not given)	7.1µM*	-1%	?	14%	-9%	-5%	-1%	-1%
COc1cc(CNC2CCC(C)C2)cc(OC)c1 (stereo not given)	8%	-1%	1%	1%	6%	27%	-1%	4%
Cc1c(Cl)cccc1NC(=S)NCc1ccco1	.	-2%	.	-2%	4%	.	-2%	0%
Cc1o[nH]c(=O)c1CCC(N)C(=O)O (stereo not given)	9%	-1%	.	-6%	11%	-6%	-11%	.
O=C(CN1C(=O)c2ccccc2C1=O)Nc1cccc([N+](=O)[O-])c1	7%	-7%	-5%	3%	9%	-1%	13%	-19%
N=c1n(Cc2ccccc2Cl)c2ccccc2n1CC(O)c1ccco1 (stereo not given)	8%	0%	?	-10%	12%	-8%	i	-4%
CC1(C)Cc2c(c(N3CCOCC3)nc3snc(Br)c23)CO1	?	-4%	2%	-2%	0%	1%	1%	-5%
O=C(CCS(=O)(=O)c1ccccc1)NC12CC3CC(CC(C3)C1)C2	15%	5%	-3%	2%	-10%	?	i	-1%
Cc1cc2c(c(SCC(N)=O)n1)C(=O)OC2	3%	-3%	5%[46 µM]	-5%	-5%	1%	1%	-5%
O=C(Cc1cccs1)Nc1ccccn1	-8%	-1%	-4%	-14%	19%	?	-1%	5%
Cc1nnc(SCC(=O)NC2CCCC2)s1	?	-5%	-6%	-6%	11%	-26%	-15%	-3%
Cc1oc(C(N)=O)cc1COc1ccc(C(N)=O)cc1	.	-2%	.	-7%	8%	.	2%	-2%
O=C(O)C1C2CCC(C2)C1C(=O)Nc1nc2ccccc2s1 (stereo not given)	?	-4%	3%	0%	0%	.	i	0%
Cc1ccc(-n2c(SCC(N)=O)nnc2-c2cccnc2)c(C)c1	16%	2%	-5%	-3%	11%	-5%	0%	10%
O=C(c1ccc(F)cc1)C1CCN(Cc2cn[nH]c2-c2ccc(F)cc2)CC1	-9%	-1%	.	-1%	2%	.	-16%	8%
Cc1ccc(NC(=O)CN2CCC(NC(=O)Cc3ccccc3)CC2)c(C)c1	10%	0%	-8%	-10%	-1%	-11%	-3%	-5%
COc1cccc(-n2c(Cc3cc(=O)[nH]c(=O)[nH]3)nnc2SCC(=O)N2CCCCC2)c1	5%	0%	15%	8%	-4%	-14%	0%	7%
COc1ccc(C[C@H]2CN3C(=NC[C@H]3C)N2CCNC(=O)CCC2CCCCC2)cc1	?	-1%	.	1%	3%	.	-18%	6%
O=S(=O)(c1ccccc1)c1nc(-c2ccco2)oc1NCc1cccnc1	?	-3%	3%	-7%	-4%	1%	-3%	-6%
O=c1ccc(Oc2nc(N3CCOCC3)nc(N3CCOCC3)n2)nn1-c1ccccc1	1%	-8%	9%	7%	11%	-13%	i	-1%
CCCCc1nn(-c2cc(Cl)ccc2OC)c2c1C(=O)CCC2	?	-1%	-2%	12%	-2%	-12%	-6%	-13%
Cc1ccccc1-n1c(C)n[nH]c1=S	5%	1%	3%	-8%	7%	25%	-12%	3%
COC(=O)c1ccc(NCCc2csc(-c3ccc(C)cc3)n2)c([N+](=O)[O-])c1	13%	0%	-8%	2%	23%	-10%	-2%	7%
COc1ccc(Oc2cccc(Cl)c2CNC(=O)CCC(=O)O)cc1	6%	-3%	?	5%	3%	.	-2%	0%
O=C1CC2CS(=O)(=O)CC2N1c1ccc(Oc2ccccc2)cc1 (stereo not given)	1%	6%	2%	-15%	-9%	21%	-20%	3%
NC(=O)Cn1cc(C(=O)COc2ccccc2)c2ccccc21	-2%	-2%	-3%[46 µM]	1%	44%[activator]	1%	12%	3%
CCOC(=O)C1=C(N)Oc2c(oc(CO)cc2=O)C1c1ccccc1 (stereo not given)	9%	-1%	-25%[46 µM]	-3%	6%	1%	-7%	-6%
CN(C)/C=C(\C#N)C(=O)Nc1ccc(F)cc1	?	-1%	6%[0.0737 µM]	-3%	6%	1%	-11%	-3%
CCOC(=O)C1=C(C)N=C2SC(C)C(=O)N2C1c1ccc(OCC)c(OCC)c1 (stereo not given)	5%	2%	-1%	5%	10%	-2%	-7%	0%
CN(C)C=NC(=O)c1cc(C(=O)c2ccccc2Cl)c[nH]1	?	-1%	.	-5%	10%	-4%	i	4%
Cc1ccc(CN2CCN(Cc3ccc(C)s3)CC2CCO)cc1 (stereo not given)	8%	3%	.	-2%	-6%	.	-7%	-2%
O=C(CCCc1ccccc1)NC1CC1	-13%	-1%	7%	2%	-5%	-1%	-5%	-7%
Cc1cccc(Nc2nnc(SCC(=O)c3ccc(Br)s3)s2)c1C	?	0%	?	-3%	181%[activator]	.	0%	9%

# Not a retest: an excerpt of the list.
SMILES	ALDH1A1 inh	TexasRed fluor	LMNA splice mod	TRb-SRC2 inh	RGS12 GoLoco inh	SMN2 splice up	RECQ1 helicase	KDM4E inh
O=C(CCCc1ccccc1)NC1CC1	-13%	-1%	7%	2%	-5%	-1%	-5%	-7%
Cc1cccc(Nc2nnc(SCC(=O)c3ccc(Br)s3)s2)c1C	?	0%	?	-3%	181%[activator]	.	0%	9%

# More structures
SMILES	ALDH1A1 inh	TexasRed fluor	LMNA splice mod	TRb-SRC2 inh	RGS12 GoLoco inh	SMN2 splice up	RECQ1 helicase	KDM4E inh
Cc1cc(C)n(C(=O)COc2ccc(Cl)cc2Cl)n1	4%	-4%	-11%	-1%	7%	-18%	-6%	13%
CCOc1ccc(C(=O)C2CCN(C(=O)c3ccccc3C(=O)O)CC2)cc1	11%	-2%	-7%	7%	2%	19%	?	11%
Cc1ccc(NC(=S)NCCCN2CCOCC2)cc1C	.	1%	.	8%	-7%	.	-2%	2%
COC(=O)c1ccc(NC(=S)NCCc2cccc(C)c2)cc1	2%	-1%	14%	2%	-5%	-16%	-2%	2%
Cc1ccccc1NC(=O)c1ccc(C)c(S(=O)(=O)Nc2ccccn2)c1	?	0%	-6%	4%	1%	7%	-6%	?
CCN1CCN(S(=O)(=O)c2ccc(S(=O)(=O)NCC3CCCO3)cc2)CC1 (stereo not given)	5%	-1%	3%	-7%	0%	-2%	1%	4%
Cc1ccc(NC(=O)C2CC(=O)NC(Nc3cccc(C)c3)=N2)cc1 (stereo not given)	4%	-4%	0%	3%	7%	13%	-3%	7%
COc1ccc2[nH]c(=O)c(CN(Cc3nnnn3Cc3ccc(F)cc3)CC3CCCO3)cc2c1 (stereo not given)	?	-1%	6%	-5%	4%	-19%	-9%	?
COc1ccc(-c2c(C)[nH]n3c(=O)c(Cc4ccccc4)c(C)nc23)cc1	-9%	-6%	?	4%	4%	-57%[inhibitor]	-2%	1%
C=C(C)c1cccc(C(C)(C)NC(=O)N2CCN(C/C=C/c3ccccc3)CC2)c1	-13%	0%	20%	8%	4%	11%	-7%	-3%
COC(=O)C1CCN(CC(=O)NC(=O)NC2CCCCC2)CC1	?	-3%	0%[46 µM]	-7%	-20%	-23%	6%	4%
CCOc1ccc(-c2nnc(-c3ccncc3)o2)cc1	?	0%	-4%	-5%	-1%	?	-1%	?
CCCCOC(=O)CCCN1C(=O)/C(=C2\SC(=S)N(CCCC(=O)OCCCC)C2=O)SC1=S	.	3%	.	8%	7%	.	?	4%
O=C(O)C1C2C=CC(C2)C1C(=O)NCCc1cccc(Cl)c1 (stereo not given)	-15%	1%	-3%	-11%	13%	6%	-14%	3%
